# Screens from PubChem BioAssay.
# SNCA viab count: reduces viability of HEK-293 SNCA reporter cells; Potency, µM (series often up to 57.1 µM), for the others: top-dose activity change, negative = cytotoxicity, actives largely listed as cytotoxic; HEK-293-SNCA-luc viability, GF-AFC fluorescence, 24 h; AID 1671193; 0.12% of 150,000 active;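 also: potency is read from the fitted curve at half-maximal effect; 0% = DMSO-treated cells and -100% = medium-only wells without cells; nearly all actives have a fitted effect of over 30% in size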
#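 HEK-293-SNCA-luc cells (1500/well) plated 24 h, then exposed 24 h to a dilution series; GF-AFC added 30 min at 37C, fluorescence 405/540 nm; normalised to medium-only and DMSO wells, Hill fit.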
# HEK293 tox: HEK 293 cell cytotoxicity; HEK 293 viability, ATP luminescence (CellTiter-Glo), 48-72 h; Potency, µM (titrated, usually from 115 µM), for the others: top-dose activity change, negative = cytotoxicity, most hits filed as inhibitors; 6.6% of 94,000 active; AID 1345083; also: potency is read from the fitted curve at half-maximal effect; nearly all actives have a fitted effect of over 60% in size
#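 CellTiter-Glo luminescence (cellular ATP) was read after 48 or 72 hr of compound exposure at 37 degree Celsius. Cells were HEK 293 plated at 250 cells/well.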
# GPT2 inhibitor: blocks human glutamate pyruvate transaminase 2; Q8TD30; Recombinant GPT2, coupled pyruvate oxidase/HRP Amplex Red fluorescence; Potency, µM (titrated, usually from 57.7 µM), without a hit: top-dose activity change, negative = inhibition, usual class: inhibitors; 0.25% of 100,000 active; also: potency is read from the fitted curve at half-maximal effect; nearly all actives have a fitted effect of over 60% in size; many of its hits are not listed in these tables
# Target sequence (Q8TD30 whole entry, looked up): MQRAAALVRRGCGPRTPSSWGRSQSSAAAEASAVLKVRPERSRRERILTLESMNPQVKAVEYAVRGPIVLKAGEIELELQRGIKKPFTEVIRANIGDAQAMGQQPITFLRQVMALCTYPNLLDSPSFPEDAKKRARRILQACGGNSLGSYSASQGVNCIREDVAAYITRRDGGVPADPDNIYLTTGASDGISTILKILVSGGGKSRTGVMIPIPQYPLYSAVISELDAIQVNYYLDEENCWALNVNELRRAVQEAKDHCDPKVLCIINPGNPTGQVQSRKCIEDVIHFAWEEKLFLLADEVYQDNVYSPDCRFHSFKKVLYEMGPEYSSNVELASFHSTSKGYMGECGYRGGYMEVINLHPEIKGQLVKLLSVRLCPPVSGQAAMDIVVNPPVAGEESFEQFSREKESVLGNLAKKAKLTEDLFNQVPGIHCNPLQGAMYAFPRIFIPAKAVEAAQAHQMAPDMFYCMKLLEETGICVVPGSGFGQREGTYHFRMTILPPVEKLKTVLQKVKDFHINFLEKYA
#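 Fluorescence read-out: pyruvate from GPT2 turnover coupled to pyruvate oxidase, HRP and Amplex Red (0.2mM ThPP, 0.2U/mL PO and HRP, 50uM Amplex final). Substrates 250uM a-KG, 2mM L-alanine; enzyme 10ng/uL; 30 min RT.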
# IP6K1 inhibitor: IP6K1 kinase inhibition; 0.81% of 140,000 active; Q92551; activity change, % (series mostly up to about 58 µM); IP6K1 kinase, ADP-Glo luminescence, 2 h; stronger effect = lower value; in the data active = activity change below about -25%
#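 ADP-Glo luminescence measures ADP made by human IP6K1 during a 2 h RT reaction with ATP/IP6 (mix at 1.3 mM/130 uM); top library doses 57.5 and 19.1 uM final.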
# SNCA expr inh: reduces expression of the alpha-synuclein gene | AID 1671194 | 0.17% of 140,000 active | HEK-293 SNCA-luciferase knock-in, luminescence, 24 h | Potency, µM (highest dose often 57.2 µM), inactives show at the highest dose activity change, negative = inhibition, usual class: inhibitors;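 also: potency is read from the fitted curve at half-maximal effect; plate controls were DMSO cells for no effect and cell-free wells for full effect; nearly all actives have a fitted effect of over 45% in size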
# NIH3T3 tox: kills NIH 3T3 cells; NIH 3T3 viability, CellTiter-Glo ATP luminescence, 48-72 h; Potency, µM (highest dose often 96.7 µM), for inactives: at the top dose activity change, negative = cytotoxicity, most hits filed as inhibitors; 4.3% of 94,000 active; AID 1345082; also: potency is read from the fitted curve at half-maximal effect; nearly all actives have a fitted effect of over 55% in size
#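 Cells were seeded at 400 per well, treated with pin-transferred compound, and kept 48 or 72 hr at 37 °C before CellTiter-Glo addition and luminescence imaging of cellular ATP.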
# Luciferase inh: inhibitors of firefly (Photinus pyralis) luciferase. purified P. pyralis luciferase, luminescence, biochemical. AID 1347043. P08659. 2.5% of 76,000 active. Potency, µM (top dose mostly 115 µM), without a hit: at the highest dose activity change, negative = inhibition, usual class: inhibitors; also: potency is read from the fitted curve at half-maximal effect; nearly all actives have a fitted effect of over 65% in size
# Target sequence (P08659 whole entry, looked up): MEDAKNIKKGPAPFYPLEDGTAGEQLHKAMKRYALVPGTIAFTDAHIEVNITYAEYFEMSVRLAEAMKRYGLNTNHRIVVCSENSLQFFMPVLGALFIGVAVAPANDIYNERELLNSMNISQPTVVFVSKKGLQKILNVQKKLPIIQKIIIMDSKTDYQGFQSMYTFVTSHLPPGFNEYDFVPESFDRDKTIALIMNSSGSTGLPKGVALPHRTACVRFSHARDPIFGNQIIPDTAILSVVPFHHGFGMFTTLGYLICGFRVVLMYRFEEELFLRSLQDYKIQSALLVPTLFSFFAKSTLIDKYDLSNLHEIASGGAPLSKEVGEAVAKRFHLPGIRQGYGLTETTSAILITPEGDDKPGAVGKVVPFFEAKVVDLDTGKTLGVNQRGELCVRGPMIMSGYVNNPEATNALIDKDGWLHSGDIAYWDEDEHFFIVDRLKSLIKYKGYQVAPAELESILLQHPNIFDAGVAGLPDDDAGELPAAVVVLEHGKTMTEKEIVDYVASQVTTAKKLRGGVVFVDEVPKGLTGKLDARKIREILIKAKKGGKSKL
#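 Purified 10nM P. pyralis luciferase with 10uM D-luciferin and 10uM ATP in 50mM Tris acetate pH 7.5, 10mM Mg acetate, 0.01% Tween-20, 0.05% BSA. qHTS titration; luminescence read by CCD imager.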
# Numbers without * were called inactive; i = inactive; ? = inconclusive; . = not tested or not shown; [ ] = dose if it differs, or a comment. Unless noted, calls follow the shape of the dose curve; as a rule, active = well fitted curve in the direction sought with a large enough effect; inconclusive = small, poorly fitted or top-dose-only effect, or another doubt; inactive = no such curve, though single readings can be large; an effect the other way counts as inactive or inconclusive. Unless noted, % is scaled to controls: 0 for no effect and ±100 for the full control effect.
# The line under a structure holds: SNCA viab count, IP6K1 inhibitor, GPT2 inhibitor, HEK293 tox, Luciferase inh, SNCA expr inh, NIH3T3 tox
N#Cc1nc(/C=C/c2ccc(F)cc2)oc1N1CCCCC1
→ ?, -7, ., ., ., 50%[activator], .
O=C(c1n[nH]c2c1CCC2)N1CCC(c2nccn2Cc2ccccn2)CC1
→ 1%, 13, -8%, -22%, -1%, -16%, -3%
O=C1CCN(C(=O)C2CCCCC2)CCCC(C(=O)NCc2ccccc2)CCN1 (centres undefined)
→ -21%, -1, 2%, i, -4%, 11%, -9%
CCNC(=O)[C@@H]1C[C@@H](NC(=O)Cn2nccc2C)CN1Cc1ccccn1
→ 5%, -6, i[11.5 µM], 1%, -5%, -4%, -4%
Cc1ccc(C(=O)N2CCCC2c2nc(CCOCc3ccccc3)no2)s1 (centres undefined)
→ 0%, -17, i, ?, ., -4%, ?
CC(C)NC(=O)N1CCC(CCOc2ccccc2F)C1 (centres undefined)
→ 3%, 13, i, ?, -1%, -18%, ?
Cc1cc(=O)[nH]c2nnc(SCC(=O)Nc3ccc(F)cc3F)n12
→ 7%, 2, ., ., ., 25%, .
Cc1ccc(C)c([S+](=O)([O-])c2nnn3c2nc(NC2CCCC2)c2ccccc23)c1
→ -6%, 5, i, ?, ., 16%, ?
CCN(CC)C(=O)N1CCC2(CC1)C(OC)C(=O)N2c1cccc(F)c1 (centres undefined)
→ -17%, 3, -1%, ?, -1%, -17%, -15%
C=Cc1ccc(CN2C(=O)N(c3ccc(CC)cc3)S(=O)(=O)c3ccccc32)cc1
→ 3%, 5, ., ., ., -10%, .
COc1ccc(N2CCN(C(=O)C3CCN(S(=O)(=O)c4cnc[nH]4)CC3)CC2)cc1
→ -9%, -29*, ., ., ., 5%, .
CC1(C)C(=O)N(Cc2ccc(O)cc2)[C@H]2CN(CCCc3ccccc3)C[C@H]2[S+]1(=O)[O-]
→ -3%, 10, -26%, ?, -5%, 0%, ?
CC(C)(C)NC(=O)Nc1ccc([C@H]2OCC(=O)N(Cc3ccc(F)cc3)[C@@H]2CO)cc1
→ 0%[87.6 µM], 15, -51%[88.5 µM], -21%[172 µM], -8%[172 µM], -21%[87.6 µM], -19%[174 µM]
Cc1nn2c(c1-c1cccnc1N1CCOCC1)N(Cc1ccccc1)CCC2
→ 3%[87.6 µM], 2, -18%[88.5 µM], 63µM*, 2%[172 µM], ?, ?
O=C1CCN(C(=O)c2cccnc2)CCCC(C(=O)NCCCc2ccccc2)CCN1 (centres undefined)
→ 7%, 3, -2%, -1%, -6%, -18%, 1%
CC(=O)OC[C@]12[C@H](OC(C)=O)[C@H](OC(=O)c3ccccc3)[C@@H]3[C@@H](OC(C)=O)[C@]1(OC3(C)C)[C@H](C)C[C@H](OC(C)=O)[C@@H]2OC(=O)c1ccccc1
→ -25%[23.9 µM], 22, -7%[17.1 µM], ., ., ., .
CC1(c2ccccc2)N(Cc2ccccc2C#N)C(=O)OC12CCN(C(=O)CN1CCOCC1)CC2 (centres undefined)
→ -2%, -10, 4%, i, -6%, -23%, ?
COc1cccc(C(=O)N2C(C(=O)N3CCC(C(N)=O)CC3)COC23CCC(C)CC3)c1 (centres undefined)
→ 13%, 34, 4%, -5%, -7%, -3%, -15%
CCn1c(=O)n(CC2CCC(C(=O)NC(C)C)CC2)c(=O)c2sccc21 (centres undefined)
→ -1%, -13, ., ., ., 1%, .
CC(=O)c1ccc(NC(=O)CN2C(=O)CCc3ccccc32)cc1
→ -17%, -5, ., ., ., 62%[activator], .

# Some entries already given, showing only SNCA viab count.
SMILES | SNCA viab count
Cc1cc(=O)[nH]c2nnc(SCC(=O)Nc3ccc(F)cc3F)n12 | 7%
Cc1ccc(C)c([S+](=O)([O-])c2nnn3c2nc(NC2CCCC2)c2ccccc23)c1 | -6%
CCN(CC)C(=O)N1CCC2(CC1)C(OC)C(=O)N2c1cccc(F)c1 (centres undefined) | -17%
C=Cc1ccc(CN2C(=O)N(c3ccc(CC)cc3)S(=O)(=O)c3ccccc32)cc1 | 3%
COc1ccc(N2CCN(C(=O)C3CCN(S(=O)(=O)c4cnc[nH]4)CC3)CC2)cc1 | -9%
CC1(C)C(=O)N(Cc2ccc(O)cc2)[C@H]2CN(CCCc3ccccc3)C[C@H]2[S+]1(=O)[O-] | -3%

# Next structures.
# The line under a structure holds: SNCA viab count, IP6K1 inhibitor, GPT2 inhibitor, HEK293 tox, Luciferase inh, SNCA expr inh, NIH3T3 tox
COc1ccc(-c2cc3nc4c(c(=O)n3[nH]2)CN(C(=O)c2ccc(C)cc2)CC4)cc1
→ 13%, 14, i, -10%, -18%, ?, -13%
CCOc1ccccc1CN1CCC2(CCN(C(=O)Nc3ccccc3)CC2)Oc2ccccc21
→ -20%, -4, i, ?, 2%, 35%, ?
COc1ccc(-c2cc(N3CCCC(NC(=O)Cc4cccc(F)c4)C3)n[nH]2)cc1 (centres undefined)
→ -4%, 4, -12%, ?, -21%, 21%, ?
Cc1c(Cl)cccc1NC(=O)Nc1nnc(N2CCCCCC2)s1
→ -6%, 9, ., ., ., 2%, .
COc1ccc(CCN2C(=O)c3oc4cc(C)cc(C)c4c(=O)c3C2c2ccccc2F)cc1OC (centres undefined)
→ -4%, -10, ., ., ., -11%, .
Cc1ccccc1C(C(=O)NC1CCCCC1)N(C(=O)Cn1cnc2ccccc21)c1cccc(F)c1 (centres undefined)
→ ?, -5, i, ., ., ., .
CC(C)c1cc(C(=O)N2CC[C@@](O)(C3CCOCC3)[C@H](C)C2)no1
→ 4%, -5, -28%, -1%, 1%, 15%, 0%
CCC(C(=O)OC)n1nnc2sc(-c3ccccc3)cc2c1=O (centres undefined)
→ 30%, 7, ., ., ., -47%, .
CCOc1cc(=O)n2c(c1C(=O)Nc1cccc(C)c1)CCCC2
→ -14%, -8, 0%, 5%, -9%, -9%, i
COC1CCCOC12CCN(C(=O)CCn1c(C)nc3ccccc31)CC2 (centres undefined)
→ -1%, 4, 2%, 2%, -10%, -16%, -2%
COc1ccc(CN2CCN(S(=O)(=O)c3ccc(NC(C)=O)cc3)CC2)c(OC)c1OC
→ 10%, 2, ., ., ., -12%, .
COC1CCOC2(CCN(C(=O)Cc3ccccc3F)CC2)C1 (centres undefined)
→ -4%[12.5 µM], -4, i, 12%, -5%, -25%, 5%
Cc1c(C(=O)N2CCC(c3nc4ccccc4s3)CC2)oc2cc(Br)ccc12
→ 12%, 22, ., ., ., 60%[activator], .
CN1CCC2(C1)CN(CC1CCOCC1)c1ccc(C(=O)NCCCn3ccnc3)cc12 (centres undefined)
→ -5%[87.6 µM], 15, i, ?, 2%[172 µM], 7%[87.6 µM], -30%[138 µM]
COc1cccc(CNC(=O)c2ccc3nnc(-c4ccc(C(F)(F)F)cc4)n3c2)c1
→ 6%, -4, i, -2%, ., 5%, -17%
COc1cccc(C2Cn3nnc(-c4nc(-c5ccccc5C)no4)c3CO2)c1 (centres undefined)
→ -4%, -14, i, ?, 1%, -12%, -12%
Cc1noc(-c2ccc(OC3CN(C(=O)c4ccco4)C3)cc2)n1
→ -1%, 5, i, ?, 2%, 51%[activator], -30%
CC(=O)N1CCN(C(=O)C[C@@H]2c3nc(NC(=O)c4cccs4)sc3C[C@@H]3[C@](C)(CO)[C@H](O)CC[C@]32C)CC1
→ -1%, -14, i, 3%, -9%, 5%, -8%
N#Cc1ccc(NC(=O)COCc2cc(-c3ccco3)on2)cc1
→ -13%, 2, ., ., ., 4%, .
OCc1cnc(SCc2ccc(F)cc2)n1Cc1ccc(F)cc1
→ 8%, -11, ., ., ., -26%, .
CCN1C(=O)C2CC3(CCN(C(=O)CCc4c[nH]c5ccccc45)CC3)CN2C1=O (centres undefined)
→ -3%, -4, i, -19%, -1%, 62%[activator], -25%
CCn1ccc2sc(C)c(C(=O)NCc3cccc(Cl)c3)c2c1=O
→ 9%, 10, -16%, -28%, -9%, -17%, i
Cc1cc(C(F)(F)F)nc(CNC(=O)c2ccc3cccc(F)c3n2)n1
→ -5%, -3, -12%, -15%, 8%, 13%, -8%
Cc1ccc(C)c(NC(=O)N2CCC(N3CCN(Cc4ccc(F)cc4)C(=O)C3=O)CC2)c1
→ -5%, -4, ., ., ., 3%, .
COCc1noc([C@@H]2CN(Cc3ccc4c(c3)CCO4)C[C@H]2COC)n1
→ -21%, -9, -11%, -8%, -5%, -26%, -17%
CCOc1ccc(NC(=O)CN2C(=O)NC3(CCOCC3)C2=O)cc1
→ -7%, 14, 1%, -1%, -8%, -24%, i
CC1Oc2ccc(NC(=O)c3ccccc3Cl)cc2CN(Cc2ccccc2F)C1=O (centres undefined)
→ 6%, -1, ?, ?, -10%, -20%, ?
O=C(Cn1nc2c(cc1=O)CCCCC2)Nc1ccccc1
→ -5%, 8, 3%, -6%, -2%, 14%, i
COc1cc(NC(=O)c2c(OC)cc(=O)n3c2CCCC3)cc(OC)c1OC
→ 8%, -15, -1%, -16%, -2%, -4%, -35%
CCCCOc1ccc(CNC(=O)CCCN2C(=O)CSc3c2c(C)nn3-c2ccccc2)cc1
→ ?, -16, ., ., ., ?, .
Cc1cc(C(=O)N2CC(Oc3ccc(-c4nc(-c5ccccc5)no4)cc3)C2)nn1C
→ 6%, -8, 1%, -8%, -16%, 71%[activator], -13%
CC(C)OCCCn1c(SCC(N)=O)nc2c(sc3ccccc32)c1=O
→ ?, 16, ., ., ., -1%, .
Cc1ccc(C)c(NS(=O)(=O)c2ccc3c(c2)CCCN3C(=O)C2CCC2)c1
→ ?, -2, ., ., ., -36%, .
COc1ccc([C@@H](NC(=O)c2ccc3nnnn3c2)C2CC(O)C2)cn1 (some centres undefined)
→ 1%, 9, i, -8%, 6%, -16%, -2%
O=C(NCCC1CCN(C(=O)Nc2ccc(F)cc2F)CC1)c1cccc(F)c1
→ 3%, -9, ?, -1%, -8%, 23%, -5%
CCOc1ccc(-n2c(C)nc3c(cnn3-c3ccc(C)cc3)c2=O)cc1
→ 5%, 0, ., ., ., 1%, .
Cc1ccc(-c2nc(C(=O)NCCc3ccccc3)no2)cc1
→ 8%, 2, -3%, -3%, -8%, 61%[activator], -12%
O=C(NCCC1=CCCN(CCCn2cccc2)C1)c1ccco1
→ 9%, -7, -25%, -17%, -5%, 14%, -29%
O=C([C@@H]1C[C@H](F)CN1S(=O)(=O)Cc1ccc(Cl)cc1)N1CCc2ccccc2C1
→ ?, 9, i, ?, 10%, ?, 16µM*
CC(=O)Nc1ccc(S(=O)(=O)NCC2CCC(C(=O)NCCc3ccccc3)CC2)cc1 (centres undefined)
→ 2%, 17, ., ., ., -17%, .

# Quoted at random: two entries already listed, in no set order.
# The line under a structure holds: SNCA viab count, IP6K1 inhibitor, GPT2 inhibitor, HEK293 tox, Luciferase inh, SNCA expr inh, NIH3T3 tox
CCN1C(=O)C2CC3(CCN(C(=O)CCc4c[nH]c5ccccc45)CC3)CN2C1=O (centres undefined)
→ -3%, -4, i, -19%, -1%, 62%[activator], -25%
CCCCOc1ccc(CNC(=O)CCCN2C(=O)CSc3c2c(C)nn3-c2ccccc2)cc1
→ ?, -16, ., ., ., ?, .
